mHTT-CaM PPI inh = mHTT-calmodulin interaction abrogation. P42858. AlphaScreen His-mHTT/GST-CaM binding, luminescence. inhibition, % at 15 µM. hit rate 3.6% among 190,000. AID 1671202;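 also: 0% = both proteins with DMSO and 100% = one protein alone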
Pf apPOL block = Pf-apPOL DNA polymerase inhibition; Recombinant Pf-apPOL, molecular beacon fluorescence, 1.5 h; inhibition, % at 10 µM; hit rate 0.25% among 210,000
An asterisk follows results filed as active; x = no result given; & = joins results of further samples. Rule as the data show it: active = inhibition above about 50%; inactive = the rest. A portion of the library; count on the stated rates, not on these rows.

Below each compound – mHTT-CaM PPI inh | Pf apPOL block
COc1ccccc1C(=O)Nc1ccc2nc(N3CCN(c4ncccn4)CC3)cc(C)c2c1
    -23.0 | -1.6
COc1ccccc1OCC(=O)N1CCCCC1CCN1CCCC1 (stereo unspecified)
    -2.1 | -8.6
CN1C(=O)C2(CCN(S(=O)(=O)c3ccc4c(c3)OCCO4)C2)c2ccccc21 (stereo unspecified)
    -1.2 | -6.7
CC(=O)Nc1cccc(OCCCNc2ncnc3scc(-c4ccccc4)c23)c1
    x | -5.3
COc1cccc(CN2C(=O)N(c3cccc(SC)c3)c3ncccc3S2(=O)=O)c1
    -9.8 | -6.6
COC(=O)c1ccc(C(=O)Nc2nc(C)c(C(C)=O)s2)cc1
    -21.5 | -5.3
Cc1onc(-c2ccccc2Cl)c1C(=O)Nc1ccc2c(c1)NC(=O)C(C)(C)CO2
    -6.3 | -1.3
Cc1cc2n(n1)CCC(=O)N2CCCC(=O)NCCCc1ccccc1
    5.2 | -0.1
Cc1cc([N+](=O)[O-])ccc1N1C(=O)c2ccc(C(=O)Nc3ccccc3C(=O)O)cc2C1=O
    6.0 | -3.9
CC(C(=O)N(C1CCCCC1)C1CCCCC1)N1C(=O)c2ccccc2C1=O (stereo unspecified)
    1.0 | 2.1
C=CCN(CC=C)C(=O)COc1ccc(Cl)cc1
    -8.4 | -0.1
CCOc1cc(OCC)cc(C(=O)Nc2cccnc2)c1
    1.0 | -4.6
Cc1cccc(N2COc3ccc(Br)cc3C2)c1
    99.0* | -3.0
O=C(O)CSC(SCC(=O)O)c1cccs1
    x | 4.7
O=C(Nc1ccccc1C(=O)NNc1c(Cl)cc(Cl)cc1Cl)c1cccs1
    x | -3.7
O=C1c2ccc(F)cc2C(=O)N1c1ccc(F)cc1
    -5.0 | 6.8
CC(=O)CC(=O)N1CCOCC1
    -6.0 | x
COc1ccccc1NC(=O)c1ccc(SCC(=O)NCc2ccc(F)cc2)c([N+](=O)[O-])c1
    9.0 | -3.6
Cc1cccc(NC(=O)Cn2nc3c(cc2=O)CC(C)CC3)c1C (stereo unspecified)
    -2.2 | 0.3
COc1cc(C)c(C)cc1S(=O)(=O)NCC1CCN(C(=O)c2snnc2C)CC1
    -5.3 | -0.5
OC(CN1CCN(c2ccc(C(F)(F)F)cn2)CC1)c1cc(-c2cc(Cl)cc(Cl)c2)no1 (stereo unspecified)
    x | 0.8
Cc1cccc(C(=O)Nc2ccc(O)c(-c3nc4cc(C)c(C)cc4o3)c2)c1
    1.9 | -0.9
CCCC(=O)N1CCC(c2nc(CNC(=O)C3CCC3)cs2)CC1
    -13.5 | -6.5
COc1ccc(C2CC(C(F)(F)F)n3ncc(C(=O)NC45CC6CC(CC(C6)C4)C5)c3N2)cc1 (stereo unspecified)
    6.0 | 6.3
Cc1c(NC(=O)/C=C/c2ccco2)cccc1-c1nc2cc(Cl)ccc2o1
    2.0 | -1.1
C(CCC=C(c1ccccc1)c1ccccc1)=C(c1ccccc1)c1ccccc1
    x | -14.4
COc1ccc(N2CCN(S(=O)(=O)c3ccccc3F)CC2)cc1
    7.3 | -10.8
CCOc1ccccc1NC(=O)N1CCCn2nc(-c3cccc(OC)c3)cc2C1
    35.3 | -5.0
Cc1noc(C)c1CC(=O)N1CCC2(C1)NCc1ccccc1NC2=NC1CCCC1 (stereo unspecified)
    3.5 | -5.7
COc1ccc(NC(=O)CSc2nc3c(c(=O)n2C)SC(C)C3)cc1 (stereo unspecified)
    6.0 | -3.1
CC(=O)N1c2ccc(N=Cc3ccc([N+](=O)[O-])cc3)cc2CC1C (stereo unspecified)
    3.0 | -0.3
CCc1ccc2nc(Nc3nc4ccccc4c(=O)[nH]3)nc(C)c2c1
    1.8 | -2.5
Cc1ccnc(N2CCC(C(=O)NCC3CCCO3)CC2)n1 (stereo unspecified)
    -15.7 | -2.5
NC(=O)c1c(N=c2oc3ccccc3cc2C(N)=O)sc2c1CCCC2
    10.0 | -1.9
CCC1CN2C=NC(N3CCN(C(=O)Nc4ccc(OC)cc4)CC3)=CC2=N1 (stereo unspecified)
    3.8 | -4.4
CCCC(=O)Nc1ccc2c(c1)CCC(=O)N2CCC
    4.3 | -19.5
COc1ccc(C2C(C(C)=O)=C(O)C(=O)N2C)cc1OC (stereo unspecified)
    0.1 | -3.7
CC(C)(C)NCC(O)COc1ccc(Br)cc1 (stereo unspecified)
    -2.0 | -9.8
O=C(C1CC1)N1CC(C(=O)N2CCCC2)C(c2ccc(F)cc2)C1 (stereo unspecified)
    -5.8 | -5.0
CCOC(=O)C(Cc1cc(F)cc2c1OCOC2)(NC(C)=O)C(=O)OCC
    x | -5.1
O=c1c(C=NCCc2ccccc2)c(NCCc2ccccc2)nc2ccccn12
    -1.0 | -0.9
COc1cc(C(=O)Nc2ccc(C(=O)NCC(C)C)cc2)cc(OC)c1OC
    12.3 | -13.2
COc1ncnc2c1cnn2C
    x | 1.9
CSc1nsc(SC)c1-c1nn[nH]n1
    x | 8.5
Cc1ccc(CN2CCN(C(=O)c3ccc([N+](=O)[O-])cc3)CC2)cc1
    -8.4 | -6.7
CCCCNC(=O)c1sc2ccc(S(=O)(=O)N3CCCCC3)cc2c1N
    20.0 | -30.1
CC(Sc1n[nH]c2nc3ccccc3n12)C(=O)O (stereo unspecified)
    -5.0 | 1.6
O=S(=O)(CCS(=O)(=O)c1cccs1)c1ccc(Cl)cc1
    x | 2.6&-6.0
CCOC(=O)C1C(C(=O)OC)=C(C2=CCCCC2)c2ccccc2N1S(=O)(=O)C(F)(F)F (stereo unspecified)
    -13.4 | -1.5
COc1ncc(C(=O)NCc2ccc(C(F)(F)F)cc2)cn1
    -5.7 | -2.9
O=C(CCN1CCOCC1)Nc1ccc(Cl)cc1
    2.3 | -8.5
Cc1[nH]n(-c2ccccc2)c(=O)c1C=Nc1cccc(Cl)c1
    5.0 | -4.7
CCc1onc(C)c1C1CCCN1C(=O)c1cc(-c2ccc(OC)cc2)on1 (stereo unspecified)
    4.9 | -4.6
CC(=O)N1CCC(n2c(C)nc(C(=O)NCCCN3CCOCC3)c2C)CC1
    -0.2 | -5.8
O=C1C2C3C=CC(CO)(O3)C2C(=O)N1c1cc(C(F)(F)F)ccc1Cl (stereo unspecified)
    3.0 | -4.3
O=C(Nc1ccc(OCc2ccccc2)cc1)N1CCN(CCc2ccncc2)CC1
    x | -1.7
CCOc1ccc(CC(=O)N2CCCC2c2cc(C(C)C)on2)cc1 (stereo unspecified)
    8.5 | -0.8
CC(CC(=O)Nc1ccc(S(=O)(=O)N2CCCC2)cc1)c1ccccc1 (stereo unspecified)
    -3.1 | 2.5
CCc1nnc2ccc(-c3noc(-c4ccccc4)n3)cn12
    0.0 | -10.5
Cc1ncsc1CN1CCCC(c2nncn2Cc2ccccc2)C1 (stereo unspecified)
    -8.3 | 3.6

Exported with each value named: entries from further up
O=C(CCN1CCOCC1)Nc1ccc(Cl)cc1
- mHTT-CaM PPI inh = 2.3
- Pf apPOL block = -8.5

Cc1[nH]n(-c2ccccc2)c(=O)c1C=Nc1cccc(Cl)c1
- mHTT-CaM PPI inh = 5.0
- Pf apPOL block = -4.7

CCc1onc(C)c1C1CCCN1C(=O)c1cc(-c2ccc(OC)cc2)on1 (stereo unspecified)
- mHTT-CaM PPI inh = 4.9
- Pf apPOL block = -4.6

CC(=O)N1CCC(n2c(C)nc(C(=O)NCCCN3CCOCC3)c2C)CC1
- mHTT-CaM PPI inh = -0.2
- Pf apPOL block = -5.8

The list goes on:
Below each compound – mHTT-CaM PPI inh | Pf apPOL block
CCOc1cccc(-c2cc(C(=O)NCCN3CCOCC3)c3ccccc3n2)c1
    11.4 | -5.7
O=C(Cc1ccccc1F)N1CCC(COc2ccccc2C(=O)N2CCOCC2)CC1
    4.9 | -11.6
Cc1cccc(C2=NC3(CCN(CC(=O)Nc4ccc5c(c4)OCO5)CC3)NC2=O)c1
    29.1 | 0.0
COc1ccc(C2C(C(=O)N(C)c3ccc(Cl)cc3)CC(=O)N2c2ccc(OC)cc2)cc1 (stereo unspecified)
    87.0* | -1.7
CCC(C)NC(=O)c1sc2ncn(CC(=O)Nc3cccc(C(F)(F)F)c3)c(=O)c2c1C (stereo unspecified)
    99.0* | -0.1
Cc1cc(C)n(CC(=O)O)c(=O)c1[N+](=O)[O-]
    -8.0 | x
O=C(Nc1ccccc1Br)c1sc2cccc(Cl)c2c1Cl
    1.7 | -4.7
N#Cc1c(N)nc(SCc2ccccc2)c(C#N)c1-c1ccccc1
    2.0 | -2.2
CCOc1ccc2cc(C3CC(c4ccc(OC)cc4)=NN3)c(Cl)nc2c1 (stereo unspecified)
    16.0 | -1.7
CC(C)NC(=O)N1CCCC(c2cccc(C(=O)NCCN3CCCC3)c2)C1 (stereo unspecified)
    14.2 | -2.5
COc1ccc(NC(=O)C(=O)NCCN2CCN(S(C)(=O)=O)CC2)cc1
    4.8 | -19.8
COc1ccc(/C=C2\N=C(c3ccc(F)cc3)OC2=O)cc1
    13.0 | -1.7
CC(C)(C)c1nnc(NC(=O)Cc2ccc(Cl)cc2)s1
    3.1 | -13.5
CC1(C)C(C=C(Cl)Cl)C1C(=O)NC(NC1CCS(=O)(=O)C1)C(Cl)(Cl)Cl (stereo unspecified)
    -2.0 | -2.6
O=C(Nc1cccc(O)c1)c1cc2n(n1)C(C(F)(F)F)CC(c1ccc(Cl)cc1)N2 (stereo unspecified)
    35.0 | -4.0
Cc1ccnc(N2CCCC(C(=O)NCCN3CCC(C)CC3)C2)n1 (stereo unspecified)
    0.6 | 10.5
CSc1nnc(NC(=O)c2cccc(F)c2)s1
    -6.2 | -2.4
COc1ccc(Cl)cc1NC(=O)Cn1ccc2sccc2c1=O
    2.9 | 2.5
CN(CCCNC(=O)c1ccc2c(c1)NC(=O)C1CCCCN21)C1CCCCC1 (stereo unspecified)
    9.6 | 0.4
Cn1cc(-c2ccncc2)cc1C(=O)NCc1ccccn1
    -0.8 | -9.2

Continuation.
Structure,mHTT-CaM PPI inh,Pf apPOL block
CC(=O)N1CCN(c2nc3c(s2)CC(C(=O)NCc2c(C)nn(C)c2C)CC3)CC1 (stereo unspecified),11.2,-5.6
FC(F)(F)c1ccc(CN2CCN(c3cnn4c(C5CC5)nnc4c3)CC2)cc1,28.3,-4.2
Cc1cc(C)n(-c2cc(NC3CCCCCC3)ncn2)n1,15.8,-1.8
O=C(CSc1nc2c(cnn2-c2ccc(F)cc2)c(=O)[nH]1)Nc1ccc(Br)cc1,-4.0,2.9
CCCCN(CC)C(=O)c1ccc([N+](=O)[O-])cc1Cl,0.5,-8.1
S=C(NCc1ccccc1Cl)NC12CC3CC(CC(C3)C1)C2,x,2.5
Cc1oc(C(=O)Nc2nccs2)cc1S(=O)(=O)N1CC(C)OC(C)C1 (stereo unspecified),-6.4,0.5
CC(C)(C)n1nc2c(c1NC(=O)COc1ccc(Cl)cc1)CSC2,57.0*,5.5
CC(=O)N1c2ccccc2NC2=C(C(=O)CC(C)(C)C2)C1c1c(F)cccc1Cl (stereo unspecified),8.0,44.4
CCOc1ccc(NC(=O)c2ccc(C)c(Br)c2)cc1,-0.3,-8.7
Cc1cc(Oc2ccc(C(F)(F)F)cc2[N+](=O)[O-])n(-c2ccccc2)n1,x,0.9
O=C(c1ccccn1)N1CCc2c(nc3cc(-c4ccccc4Cl)[nH]n3c2=O)C1,13.3,3.4
CCCC1CCc2c(sc(N)c2C#N)C1 (stereo unspecified),38.0,1.2
O=C(O)c1cc(=O)[nH]c2ccc(Br)cc12,-1.3,-9.2
O=C(N/C(=C\c1cccs1)C(=O)N1CCOCC1)c1ccco1,-1.3,-1.3
CC(=O)c1ccc(N2CN=c3s/c(=C\c4cccnc4)c(=O)n3C2)cc1,5.0,0.6
CC(C)CCNC(=O)CN1C(=O)NC2(CCCCC2)C1=O,-5.1,-6.9
Cc1ccc(C(=O)CSc2nc(C)cc(C)c2C(N)=O)cc1,5.4,-8.4
CCOc1cccc(CNC(=O)C2CCN(c3cncnc3N3CCN(C)CC3)CC2)c1,19.9,-1.2
Cc1oc(C2CCN(C(=O)c3ccc(F)cc3F)CC2)nc1C(=O)N(C)C,6.5,-0.3

Profiles, looked up by structure.
CCOc1ccc(NC(=O)c2ccc(C)c(Br)c2)cc1 across the screens: mHTT-CaM PPI inh = -0.3; Pf apPOL block = -8.7
Cc1ccc(C(=O)CSc2nc(C)cc(C)c2C(N)=O)cc1 across the screens: mHTT-CaM PPI inh = 5.4; Pf apPOL block = -8.4

The listing continues.
Structure,mHTT-CaM PPI inh,Pf apPOL block
COc1ccc(CN2CCCCC2c2nc(-c3cccnc3)no2)cc1 (stereo unspecified),7.3,3.9
CC(C)c1cc(C2CCCN2C(=O)Nc2ccccc2)on1 (stereo unspecified),-7.3,-3.7
CCCC(=O)N1CCC(CCOc2ccncc2)CC1,0.1,-1.5
COc1ccc(-c2c(C#N)c(N)nc3c2CC(C)CC3)cc1 (stereo unspecified),1.2,-6.9
COc1ccc(CC(=O)c2ccc(O)c(CN3CCCCC3C)c2O)cc1OC (stereo unspecified),9.9,-8.0
Cc1ccc(CNC(=O)c2ccc(-n3nc(N4CCCC4)ccc3=O)cc2)cc1,6.5,-8.0
CN(C)CCCN1C(=O)C(=O)C(=C(O)c2ccc(S(=O)(=O)N(C)C)cc2)C1c1ccncc1 (stereo unspecified),-3.9,7.3
O=C(NCCC1=CCCCC1)C1(c2cccs2)CCCC1,-43.9,2.1
CC(COc1ccc(-c2csnn2)cc1)=NNc1cc(Cl)cc(Cl)c1,x,3.1
CCCCNC(=O)CSc1nc2cc(OC)c(OC)cc2c(=O)n1Cc1ccc(Cl)cc1,-3.0,0.6

Screening results as filed in PubChem BioAssay.
